Screening data from PubChem BioAssay.
PG9 binder: binders of HIV-1 gp120 antibody PG9, primary screen, biochemical, TR-FRET | HIV-1 gp120 / PG9 antibody interaction | TR-FRET gp120-PG9 antibody binding | inhibition, % at 6.7 µM | 0.43% of 360,000 active | AID 624416, 2012; in the data active = inhibition above about 8.5%
ABHD4 inh: ABHD4 inhibitors, primary screen, biochemical, fluorescence polarization, mouse; purified mABHD4, FP-Rh probe fluorescence polarization; inhibition, % at 8.92 µM; 0.54% of 370,000 active;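 active = inhibition exceeding the mean over every tested compound plus 3 SD, cut at about 30% in these data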;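 also: 0% = plate median of compound wells and 100% = S159A mutant with DMSO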
Target sequence (Q8VD66 whole entry, looked up): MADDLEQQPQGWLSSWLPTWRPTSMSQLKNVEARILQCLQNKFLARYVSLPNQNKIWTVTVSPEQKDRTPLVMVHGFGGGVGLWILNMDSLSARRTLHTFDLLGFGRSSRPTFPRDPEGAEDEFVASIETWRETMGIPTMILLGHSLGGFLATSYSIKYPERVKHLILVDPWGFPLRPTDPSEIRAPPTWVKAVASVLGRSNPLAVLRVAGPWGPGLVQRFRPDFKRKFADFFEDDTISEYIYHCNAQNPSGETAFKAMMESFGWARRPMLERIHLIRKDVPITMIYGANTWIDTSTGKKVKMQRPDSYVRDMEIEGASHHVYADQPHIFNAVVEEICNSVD
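Material: mouse ABHD4 enzyme, wild type; Benchmarks: S159A mutant high control, sample median low control; Buffer or medium: HEPES pH 7.0, NaCl, Pluronic buffer; Signal: fluorescence polarization; Read-out: percent inhibition of probe binding, normalized to plate controls; Timing: pre-incubation 45 min, probe exposure 60 min, at 25 °C; Dosing: 8.92 µM, single dose.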
PRMT1 FP inh: PRMT1 methyltransferase inhibitors, primary screen, biochemical, fluorescence polarization; recombinant PRMT1, activity-based probe fluorescence polarization; AID 652257, 2013; 1.3% of 370,000 active; inhibition, % at 2.79 µM; Protein arginine N-methyltransferase 1 (Homo sapiens), Q99873;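 active = inhibition above about 21% made by adding two undisclosed values, limit read from the data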
MBD2 DNA inh: inhibitors of MBD2 binding to methylated DNA, primary screen, biochemical, TR-FRET, DNA-binding domain, human | Methyl-CpG-binding domain protein 2 (Homo sapiens), Q9UBB5 | MBD2 binding to methylated oligonucleotide | inhibition, % at 4.4 µM | 0.31% of 370,000 active | AID 686964, 2013; in the data active = inhibition above about 13%
TCR-CD3 inh: inhibitors of human TCR-CD3 interaction, primary screen, biochemical, fluorescence, TAMRA-labeled TCR probe. AID 651800, 2012. T-cell receptor (TCR). 0.37% of 360,000 active. inhibition, % at 9.4 µM; in the data active = inhibition above about 19%;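 also: recombinant mutant TCR 2C K166C tagged with TAMRA read by polarization; 0% = receptor in buffer alone and 100% = receptor with positive control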
NR1D1 modulator: modulators of Rev-erb alpha DNA binding, primary screen, biochemical, FITC-DNA, fluorescence polarization, uHTS; AID 1259318, 2017; Rev-erbα–FITC-DNA binding, 90 min; 0.79% of 370,000 active; activity, % at 10 µM; Nuclear receptor subfamily 1 group D member 1 (Homo sapiens), P20393;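 active = activity above about 14%, limit read from the data; passing the limit was not always enough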;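 also: 0% = DMSO wells with 35 nM protein and 100% = DMSO wells with 750 nM protein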
UHRF1 binding: UHRF1 methylated DNA binding inhibitors, primary screen, counter-screen for MBD2 inhibitor project, biochemical, TR-FRET, human UHRF1, single concentration | E3 ubiquitin-protein ligase UHRF1 (Homo sapiens), Q96T88 | inhibition, % at 4.4 µM | UHRF1 binding to methylated oligo | 0.75% of 370,000 active; in the data active = inhibition above about 21%;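 also: UHRF1 SRA domain binding a hemimethylated CpG hairpin DNA probe; 0% = median of test compound wells and 100% = reference inhibitor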
rCAG RNA binder: binders of r(CAG) RNA repeats, primary screen, biochemical, fluorescence; 1.3% of 370,000 active; inhibition, % at 3 µM; AID 651821, 2012; r(CAG) RNA repeat, TO-PRO-1 dye displacement fluorescence;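 active = inhibition above the plate cutoff, the mean of all test compounds on that plate plus 3 SD, cut at about 35% in these data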;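 also: 0% = DMSO alone and 100% = 100 µM mitoxantrone as full dye displacement; higher means more dye released from RNA so lower well fluorescence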
LEDGF integ inh: blockers of LEDGF/p75-dependent integrase strand transfer – biochemical, TR-FRET, high throughput, primary screen; 0.64% of 370,000 active; TR-FRET IN-LEDGF/p75 DNA integration, Eu/Cy5; HIV-1 integrase (with human LEDGF/p75); inhibition, % at 3.7 µM;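 active = inhibition above the screen-wide mean plus 3 SD, cut at about 13% in these data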;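 also: signal is the Cy5 over europium emission ratio at 671 and 618 nm; 0% = plate median of compound wells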
HTRA1 inhibitor: HTRA1 serine protease inhibitors, primary screen, biochemical, fluorescence polarization, HTS; inhibition, % at 5.96 µM; recombinant HTRA1, FP-rhodamine activity-based probe; AID 504803, 2011; 0.5% of 340,000 active; in the data active = inhibition above about 36%;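 also: 0% = enzyme with DMSO and 100% = wells lacking enzyme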
Target sequence (Q92743 whole entry, looked up): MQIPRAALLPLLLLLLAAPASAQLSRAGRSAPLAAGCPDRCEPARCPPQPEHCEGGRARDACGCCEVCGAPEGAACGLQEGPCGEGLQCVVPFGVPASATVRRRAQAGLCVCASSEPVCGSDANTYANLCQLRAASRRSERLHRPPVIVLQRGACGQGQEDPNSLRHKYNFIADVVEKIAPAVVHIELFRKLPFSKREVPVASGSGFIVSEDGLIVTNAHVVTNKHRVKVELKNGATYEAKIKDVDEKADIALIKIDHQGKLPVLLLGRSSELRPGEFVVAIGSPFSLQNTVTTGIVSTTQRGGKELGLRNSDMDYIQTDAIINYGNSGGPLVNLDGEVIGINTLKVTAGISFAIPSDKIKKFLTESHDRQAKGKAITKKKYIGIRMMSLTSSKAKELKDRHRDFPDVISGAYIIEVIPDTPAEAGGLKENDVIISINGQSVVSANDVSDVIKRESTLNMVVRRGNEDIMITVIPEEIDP
The depositor's hits bear a star; / = not tested or not shown; & = joins results of further samples; ! = not active in a repeat. The list is partial; count on the stated rates, not on these rows.

SMILES	PG9 binder	ABHD4 inh	PRMT1 FP inh	MBD2 DNA inh	TCR-CD3 inh	NR1D1 modulator	UHRF1 binding	rCAG RNA binder	LEDGF integ inh	HTRA1 inhibitor
O=C(Nc1ccc(C(=O)N2CCCCC2)cc1)c1ccc([N+](=O)[O-])cc1	1.2	-1	0	-2	7	0	-1	-5	-1	-2
CCCc1c(C)c2c(C)[nH]nc2oc1=O	-0.9	0	-2	-7	6	3	-8	0	-1	5
CCCOc1ccc(N/C=C/C(=O)c2ccc(OC)c(OC)c2)cc1	-0.9	-1	-2	3	-1	-3	0	7	-1	5
Cc1csc(NC(=O)c2nc3nc(C)cc(C)n3n2)n1	-1.6	0	0	6	7	2	-1	-2	0	2
Fc1cccc(CN2CCN(Cc3nc(CCc4ccccc4)no3)CC2)c1	-1.6	6	-3	-4	11	2	-1	-7	6	3
CCOc1ncccc1C(=O)OCc1ccc(C(=O)OC)cc1	0.1	0	-1	-2	5	6	0	-5	-3	-5
CCN1CCN(C(=O)c2nn(C)c3c2CS(=O)(=O)c2ccccc2-3)CC1	-0.9	10	1	-3	-1	-4	1	2	0	0
COc1ccc(CN(C)C(=O)Cc2ccsc2)c(OC)c1OC	0.5	-4	4	-6	2	1	-1	-2	0	6
CC(=O)Nc1ccc(OC(=O)c2ccco2)cc1	0.5	-5	2	1	-3	-4	5	-2	1	-3
O=C(NC1(C(F)(F)F)NC(=O)N(Cc2ccccc2)C1=O)c1cccnc1 (stereo not given)	-1.0	-6	1	3	6	-2	0	-1	-3	1
O=C1CN(C(=O)COc2ccc(Cl)c(Cl)c2)c2ccccc2N1	0.0	17	0	1	-10	-2	-4	2	1	-15
O=c1c2c3nc4ccccc4nc3n(CC3CCCO3)c2ncn1CCc1ccccc1 (stereo not given)	-1.6	3	-1	-2	1	-10	2	-3	2	-1
CCNS(=O)(=O)c1cccc(C(=O)c2c(C)cc3ccccn23)c1	-1.8	-2	2	-1	1	1	-2	5	-2	-5
COc1cc(C(O)c2nc(-c3cccc(C(=O)O)c3)cs2)ccc1F (stereo not given)	-1.7	-8	-2	2	-4	11	3	5	1	/
Cc1sc2nc(CN3CCCCC3)nc(Cl)c2c1C	-2.3	4	-5	0	2	-4	-2	-4	1	-2
COc1ccc(OC)c(S(=O)(=O)NCCc2cn3ccsc3n2)c1	0.4	5	2	-6	-2	4	0	5	1	-6
COc1ccc(NC(=O)c2cccc(N3C(=O)c4ccc(C(=O)Nc5ccc(OC)c(O)c5)cc4C3=O)c2)cc1O	-3.4	20	3	-2	1	1	6	29	-2	4
CCNc1nc(NCC)nc(OCCOC(C)=O)n1	0.4	2	-2	-7	4	-2	1	1	2	4
COC(=O)c1ccc(NC(=O)CCn2cccc2)cc1	-0.8	3	4	3	-1	1	0	1	0	-5
Cc1ccccc1CC1(CO)CCCN(Cc2ccc3c(c2)OCCO3)C1 (stereo not given)	0.5	-1	0	-1	0	0	2	-8	0	-1
COc1cccc(/C=N/NC(=O)c2nc(-c3ccccc3)cc(-c3ccccc3)n2)c1O	-3.5	2	-5	-5	5	1	-5	5	3	43*
CCC(C)N1C(=O)c2ccccc2C1C(=O)NC1CCCCCC1 (stereo not given)	0.6	-2	-3	4	-1	-6	-1	-4	2	4
COc1cccc(NC(=O)CN(C)C(=O)c2cc(CN3C(=O)c4ccccc4C3=O)ccc2OC)c1	0.7	1	-4	1	11	-2	-1	6	-5	-7
CCOC(=O)c1cc(NC(=O)Nc2ccccc2OC)c(C)nc1C	-0.8	-2	-3	-5	-8	0	-1	0	-3	-18

No new results follow: an excerpt of the list.
SMILES	PG9 binder	ABHD4 inh	PRMT1 FP inh	MBD2 DNA inh	TCR-CD3 inh	NR1D1 modulator	UHRF1 binding	rCAG RNA binder	LEDGF integ inh	HTRA1 inhibitor
O=c1c2c3nc4ccccc4nc3n(CC3CCCO3)c2ncn1CCc1ccccc1 (stereo not given)	-1.6	3	-1	-2	1	-10	2	-3	2	-1
CCNS(=O)(=O)c1cccc(C(=O)c2c(C)cc3ccccn23)c1	-1.8	-2	2	-1	1	1	-2	5	-2	-5
COc1cc(C(O)c2nc(-c3cccc(C(=O)O)c3)cs2)ccc1F (stereo not given)	-1.7	-8	-2	2	-4	11	3	5	1	/
Cc1sc2nc(CN3CCCCC3)nc(Cl)c2c1C	-2.3	4	-5	0	2	-4	-2	-4	1	-2
COc1ccc(OC)c(S(=O)(=O)NCCc2cn3ccsc3n2)c1	0.4	5	2	-6	-2	4	0	5	1	-6
COc1ccc(NC(=O)c2cccc(N3C(=O)c4ccc(C(=O)Nc5ccc(OC)c(O)c5)cc4C3=O)c2)cc1O	-3.4	20	3	-2	1	1	6	29	-2	4
CCNc1nc(NCC)nc(OCCOC(C)=O)n1	0.4	2	-2	-7	4	-2	1	1	2	4
COC(=O)c1ccc(NC(=O)CCn2cccc2)cc1	-0.8	3	4	3	-1	1	0	1	0	-5
Cc1ccccc1CC1(CO)CCCN(Cc2ccc3c(c2)OCCO3)C1 (stereo not given)	0.5	-1	0	-1	0	0	2	-8	0	-1
COc1cccc(/C=N/NC(=O)c2nc(-c3ccccc3)cc(-c3ccccc3)n2)c1O	-3.5	2	-5	-5	5	1	-5	5	3	43*
CCC(C)N1C(=O)c2ccccc2C1C(=O)NC1CCCCCC1 (stereo not given)	0.6	-2	-3	4	-1	-6	-1	-4	2	4
COc1cccc(NC(=O)CN(C)C(=O)c2cc(CN3C(=O)c4ccccc4C3=O)ccc2OC)c1	0.7	1	-4	1	11	-2	-1	6	-5	-7
CCOC(=O)c1cc(NC(=O)Nc2ccccc2OC)c(C)nc1C	-0.8	-2	-3	-5	-8	0	-1	0	-3	-18

(next part)
SMILES	PG9 binder	ABHD4 inh	PRMT1 FP inh	MBD2 DNA inh	TCR-CD3 inh	NR1D1 modulator	UHRF1 binding	rCAG RNA binder	LEDGF integ inh	HTRA1 inhibitor
CC1CN(C(=O)c2cccc(Oc3ccccc3)c2)CC(C)O1 (stereo not given)	1.5	4	-1	3	0	-1	-2	-8	-1	8
Cc1cc(=O)[nH]c(N/N=C/CCc2ccccc2)n1	-0.1	2	0	-1	5	0	0	2	-1	2
CCCCCCCCCCCCCCCC[n+]1ccccc1	-0.7&-0.4&-0.8	54*	-4&0&0	-2&1&-6	5&2&5	25*!	4&0&0	7&5&4	3&3&4	70*
Cc1ccc2c(c1)c1ncnc(N3CCOCC3)c1n2C	0.7	0	-4	4	6	-3	2	-3	-1	7
Cc1ccc(N2CCN(C(=O)N3CCOCC3)CC2)cc1C	1.1	7	4	6	-8	1	-1	-7	-4	-4
C=CCN1C(=O)CN=C1Nc1cc(C)ccc1C	0.4	-3	2	3	-2	3	5	-3	-1	-1
Cc1cc2oc(C(=O)N(Cc3ccccc3)c3ccccn3)cc(=O)c2cc1Cl	2.7	8	4	6	3	-6	-1	1	2	/
Cc1cnc(C(=O)NC(C)CCc2ccccc2)cn1 (stereo not given)	-0.5	-7	4	4	2	0	5	-2	-3	2
O=C(O)C1=C[C@H](c2csc3ccccc23)C[C@H](OCCCCO)O1	1.3	3	6	0	-3	-1	3	7	-1	-6
COc1ccc(-c2nc(CSCC(=O)N3CCc4ccccc4C3)c(C)o2)cc1OC	0.3	2	16	-9	-5	-3	-3	6	5	-10
CC1CCCC(C)N1C(=O)COc1ccc([N+](=O)[O-])cc1Cl (stereo not given)	-0.3	-2	0	2	-2	2	3	-3	4	-3
Cc1ccc(NC(=O)CSc2ncn[nH]2)c([N+](=O)[O-])c1	0.9	-3	0	-3	1	15	-3	1	-2	-2
Cc1ccc(C(=O)Nn2cnc3ccccc3c2=O)cc1C	-0.8	1	-1	3	2	-1	1	2	-2	3
O=C1CCN2C=Nc3cccc4ccc1c2c34	-2.5	13	124*	-21	1	-15	-99	-426	4	5
C[C@@H]1CCCCO[C@H](CN(C)C(=O)Nc2ccc(F)cc2)[C@@H](C)CN([C@H](C)CO)C(=O)c2cc(NC(=O)c3ccccc3)ccc2O1	0.2	-5	-5	-3	13	-3	-2	11	4	-29
OCCNCCNCc1ccc(-c2ccccc2)cc1	0.0	4	0	3	-8	3	4	4	2	/
COc1cc(/C=C/C(=O)Nc2ccc(C)cc2)cc(OC)c1OC	1.4	1	2	-1	0	2	3	1	-1	-4
CCC(=O)NC(=S)Nc1cccc(NC(=O)c2ccccc2C)c1	-1.6	1	2	-2	-4	-7	3	4	4	-4
COc1ccc(/C=N\Nc2ccc([N+](=O)[O-])cc2)c(C(=O)O)c1OC	-2.8	4	-3	-8	-8	5	-4	2	-4	8
CC1CCC(C(=O)NC(C(=O)NCCCN2CCOCC2)C(C)C)CC1 (stereo not given)	1.0	4	-1	3	6	-2	0	-2	-3	3
CC1CCN(Cc2c(C#N)c3ccccc3n2C)CC1	-3.5	-7	1	0	-1	-4	0	2	-3	-14
O=c1[nH]nnc2sc3c(c12)CCCC3	0.1	5	5	6	-1	1	-5	0	2	-4
Cc1ccc(CNC(=O)C(N=C2NS(=O)(=O)c3ccccc32)C(C)C)cc1 (stereo not given)	-1.9	-4	-3	0	-2	0	5	0	-1	-5
COc1cccc(C(=O)NCC(c2ccc3c(c2)OCO3)N2CCN(c3ccc(F)cc3)CC2)c1 (stereo not given)	0.3	1	1	5	1	4	1	-1	-3	-33
S=C(Cc1ccc(Cl)cc1)N1CCOCC1	-1.8	0	9	2	2	-5	-2	-3	-1	-5
O=C(CCN1C(=O)COc2ccccc21)NCCC1=CCCCC1	-0.3	-3	0	2	-11	-4	3	-7	-2	-3
C=CCN1C(=O)C(O)=C(C(C)=O)C1c1ccccc1F (stereo not given)	4.2	9	2	-10	-4	4	-5	1	3	4
CC1CCCC(C)N1S(=O)(=O)c1ccc(S(=O)(=O)NCc2ccccc2)cc1 (stereo not given)	0.6	5	-1	1	0	1	1	-1	-1	-3
Cc1ccc(-c2csc(-c3ccncc3)n2)cc1	0.6	-14	2	4	7	4	-1	-1	-9	-5
COc1ccccc1NC(=O)N1CCCC1C(=O)NCc1cccs1 (stereo not given)	1.1	-2	0	3	3	1	0	1	-8	4
